# FBW7 act: human FBW7 E3 ligase activation, primary screen; Q969H0; AlphaScreen FBW7–phospho-cyclin E peptide binding, activator screen; normalized activity (activation), % at 26.1 µM; actives 0.13% (n = 650,000); in the data active = normalized activity above about 1.9%;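 also: purified mutant Fbw7 with reduced substrate affinity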
# GPR151 activ: activators of human GPR151; Q8TDV0; PathHunter beta-arrestin GPR151 cells, luminescence; activation, % at 11.2 µM; actives 1% (n = 650,000); in the data active = activation above about 4.9%;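 also: 0% = median of compound wells and 100% = cells with positive control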
# Target sequence (Q8TDV0 whole entry, looked up): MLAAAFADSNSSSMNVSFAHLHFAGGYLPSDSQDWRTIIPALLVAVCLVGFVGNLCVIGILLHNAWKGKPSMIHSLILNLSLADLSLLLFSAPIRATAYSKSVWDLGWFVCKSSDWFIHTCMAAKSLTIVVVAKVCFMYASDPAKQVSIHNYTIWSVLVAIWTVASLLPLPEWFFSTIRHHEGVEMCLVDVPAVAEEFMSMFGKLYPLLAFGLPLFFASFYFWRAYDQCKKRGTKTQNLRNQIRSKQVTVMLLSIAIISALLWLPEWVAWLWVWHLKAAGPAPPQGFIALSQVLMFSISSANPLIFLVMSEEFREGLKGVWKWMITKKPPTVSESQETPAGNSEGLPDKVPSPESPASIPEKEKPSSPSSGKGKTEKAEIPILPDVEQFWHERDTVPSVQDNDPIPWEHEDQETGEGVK
# MITF inh: human MITF inhibition, primary screen; AlphaScreen MITF homodimerization, bead proximity signal; O75030; AID 1259374; actives 0.91% (n = 650,000); inhibition, % at 2.6 µM; in the data active = inhibition above about 50%;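 also: 0% = vehicle wells with protein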
# Target sequence (O75030 whole entry, looked up): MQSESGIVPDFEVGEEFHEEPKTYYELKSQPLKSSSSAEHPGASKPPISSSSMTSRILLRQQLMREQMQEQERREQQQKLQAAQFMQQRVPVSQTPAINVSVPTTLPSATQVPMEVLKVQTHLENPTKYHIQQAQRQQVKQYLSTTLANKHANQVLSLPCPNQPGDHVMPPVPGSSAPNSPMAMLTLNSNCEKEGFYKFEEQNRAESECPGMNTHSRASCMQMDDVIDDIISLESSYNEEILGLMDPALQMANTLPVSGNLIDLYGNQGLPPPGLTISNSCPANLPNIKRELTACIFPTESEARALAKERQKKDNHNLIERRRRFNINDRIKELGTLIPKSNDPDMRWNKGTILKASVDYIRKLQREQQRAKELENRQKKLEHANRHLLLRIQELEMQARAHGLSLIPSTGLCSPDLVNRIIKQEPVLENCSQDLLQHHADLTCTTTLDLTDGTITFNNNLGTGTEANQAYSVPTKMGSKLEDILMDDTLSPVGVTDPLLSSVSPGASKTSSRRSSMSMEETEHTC
# TEAD-YAP block: TEAD-YAP interaction inhibition; actives 1.4% (n = 640,000); inhibition, % at 9.12 µM; HEK-TIYL cells, TEAD-Gal4/YAP UAS-luciferase luminescence; in the data active = inhibition above about 32%;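 also: 0% = median of test compound wells and 100% = reference inhibitor wells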
# An asterisk follows results filed as active.
SMILES,FBW7 act,GPR151 activ,MITF inh,TEAD-YAP block
CN1CCN(c2nc3c(c(=O)n(C)c(=O)n3C)n2Cc2c(F)cccc2Cl)CC1,1.4,1.1,8,5
Cc1cc(F)ccc1S(=O)(=O)NCCc1csc2nc(-c3ccc(F)cc3)nn12,0.3,-1.0,5,1
COc1cccc(CN2C[C@@H]3C[C@@H](c4ccc(SC)cc4)N4CCC[C@@]34C2=O)c1,-0.1,-2.2,6,1
COc1ccc(NC(=O)C(=O)NCc2ccc(Cl)cc2)cc1Cl,0.3,0.7,8,2
O=c1oc(-c2ccccc2Cl)nc2sc3c(c12)CCCCC3,-0.7,1.7,2,-17
CC(C(=O)NC1CCCC1)N(C(=O)c1snc(C(N)=O)c1N)c1cccc(F)c1 (configuration not stated),0.0,1.7,2,-4
O=C(N/N=C/c1ccsc1)c1ccc(CN2c3cccc4cccc(c34)S2(=O)=O)cc1,-0.3,1.7,-7,11
C=CCn1c(SCc2nc3ccccc3[nH]2)nnc1-c1ccc(OC)cc1,0.1,-0.7,10,4
O=C(Cn1ccc2ccccc21)NCc1ccncc1,-0.1,-0.1,14,1
CCN=C1SC(C(=O)Nc2cccc(Cl)c2)CC(=O)N1CC (configuration not stated),-0.2,1.8,-13,-5
COc1ccccc1NC(=O)c1sc(NC(=O)c2cccs2)c(C#N)c1C,0.8,-0.6,6,13
O=C(COC(=O)c1cccnc1Nc1ccccc1F)c1ccc(Cl)s1,0.1,-0.8,21,6
CCOC(=O)C(=O)Nc1cc(OCC)c(NC(=O)c2ccc(OC)cc2)cc1OCC,0.0,-0.5,-3,-2
COc1cccc(N=C2SC(C(=O)Nc3ccc(Br)cc3)CC(=O)N2C)c1 (configuration not stated),0.6,0.5,14,2
Cc1nc(NCc2ccncc2)c2nnn(Cc3c(F)cccc3Cl)c2n1,-0.1,1.2,2,-5
COc1cc(C(C)=O)ccc1OC(=O)CN1C(=O)c2ccccc2C1=O,0.0,0.1,6,3
O=C(NCc1cccnc1)c1cc(=O)oc2cc(OCc3ccccc3)ccc12,0.0,1.0,3,-5
CCN(CC)CCNC(=O)CN1Cc2c(cnn2-c2ccccc2)C1=O,-0.1,-1.4,17,1
COc1cc(/C=C2/SC(N3CCOCC3)=NC2=O)ccc1OCCC(C)C,-0.3,0.6,-8,-9
CCCn1c(NCc2ccccc2NS(=O)(=O)c2ccc(C)cc2)nc2ccccc21,0.2,-0.5,18,-2
CCc1ccc(N/C(SCc2cccc([N+](=O)[O-])c2)=C(/C#N)C(=O)NCc2ccc3c(c2)OCO3)cc1,0.1,0.4,11,-4
CCN(Cc1ccccc1)C(=O)Cn1ncc2c(C)n(Cc3ccccc3F)c(C)c2c1=O,0.0,1.1,14,9
O=C(NCc1ccc(F)cc1)N1CCN(Cc2csc(-c3ccccc3)n2)CC1,0.4,-0.8,12,15
O=C(Nc1cc(C(=O)N2CCN(c3ccc(F)cc3)CC2)ccc1N1CC2CC(C1)c1cccc(=O)n1C2)c1cccnc1 (configuration not stated),0.0,-0.2,5,-3
O=C(COC(=O)CN1C(=O)C2CCCCC2C1=O)Nc1ccc(Cl)cc1 (configuration not stated),0.0,-0.5,6,9
Cc1noc(CNC(=O)C2CCN(C(=O)c3ccccc3F)CC2)n1,0.0,-0.7,-8,-6
OC1CCN(Cc2ccc3c(c2)CN(Cc2cccnc2)CCO3)CC1,-0.2,-0.7,11,6
CC(C)CNS(=O)(=O)c1ccc(OCC(=O)NC(C)(C)C)c(Cl)c1,-0.1,-0.9,-7,-9
CCCCOC(=O)c1cccc(N2C(=O)c3ccc(C(=O)OC(C)C(=O)c4ccc(C)cc4)cc3C2=O)c1 (configuration not stated),0.3,-0.9,-5,1
CCOC(=O)c1cnc2c(C)c(Cl)ccc2c1N1CCN(CC)CC1,0.0,-0.8,10,-10
CC(CCO)Nc1nc2c(c(=O)n(C)c(=O)n2C)n1Cc1cccc2ccccc12 (configuration not stated),-0.2,0.3,8,-1
COc1cccc(C(=O)Nc2cccc(OC(=O)c3cc(S(=O)(=O)N4CCCCC4)ccc3Cl)c2)c1,0.0,-2.3,16,47*
Cc1cc(-c2cnc(C)nc2C2CCN(Cc3ccncc3)CC2)on1,0.1,0.1,1,-14
CC(=O)N1CCN(C2=NC(=O)/C(=C/c3ccccc3)S2)CC1,0.1,-1.9,18,12
C=CCc1ccc(OCCOc2ccc(/C=C3/C(=N)N4N=C(C5CCCCC5)SC4=NC3=O)cc2)c(OC)c1,-0.1,-0.5,-14,-12
Fc1ccccc1CSc1nnc2n1CCN2c1ccccc1,0.0,0.7,10,-9

# Some of the entries so far, with two lines to a compound.
# Every second line gives: FBW7 act, GPR151 activ, MITF inh, TEAD-YAP block
> O=C(COC(=O)CN1C(=O)C2CCCCC2C1=O)Nc1ccc(Cl)cc1 (configuration not stated)
  0.0, -0.5, 6, 9
> Cc1noc(CNC(=O)C2CCN(C(=O)c3ccccc3F)CC2)n1
  0.0, -0.7, -8, -6
> OC1CCN(Cc2ccc3c(c2)CN(Cc2cccnc2)CCO3)CC1
  -0.2, -0.7, 11, 6
> CC(C)CNS(=O)(=O)c1ccc(OCC(=O)NC(C)(C)C)c(Cl)c1
  -0.1, -0.9, -7, -9
> CCCCOC(=O)c1cccc(N2C(=O)c3ccc(C(=O)OC(C)C(=O)c4ccc(C)cc4)cc3C2=O)c1 (configuration not stated)
  0.3, -0.9, -5, 1
> CCOC(=O)c1cnc2c(C)c(Cl)ccc2c1N1CCN(CC)CC1
  0.0, -0.8, 10, -10
> CC(CCO)Nc1nc2c(c(=O)n(C)c(=O)n2C)n1Cc1cccc2ccccc12 (configuration not stated)
  -0.2, 0.3, 8, -1
> COc1cccc(C(=O)Nc2cccc(OC(=O)c3cc(S(=O)(=O)N4CCCCC4)ccc3Cl)c2)c1
  0.0, -2.3, 16, 47*
> Cc1cc(-c2cnc(C)nc2C2CCN(Cc3ccncc3)CC2)on1
  0.1, 0.1, 1, -14
> CC(=O)N1CCN(C2=NC(=O)/C(=C/c3ccccc3)S2)CC1
  0.1, -1.9, 18, 12
> C=CCc1ccc(OCCOc2ccc(/C=C3/C(=N)N4N=C(C5CCCCC5)SC4=NC3=O)cc2)c(OC)c1
  -0.1, -0.5, -14, -12
> Fc1ccccc1CSc1nnc2n1CCN2c1ccccc1
  0.0, 0.7, 10, -9

# Next section:
SMILES,FBW7 act,GPR151 activ,MITF inh,TEAD-YAP block
Cc1c(Cl)cccc1N1C(=O)C2C3C=CC(C4CC34)C2C1=O (configuration not stated),0.0,0.3,14,10
CCOc1ccc(C(=O)Nc2ccc3oc(-c4cccc(I)c4)nc3c2)cc1[N+](=O)[O-],-0.3,0.3,-9,10
CC(=O)Nc1ccc(N2CCCS2(=O)=O)cc1,0.2,-1.8,7,4
CC(=O)C1=C(C)NC(=S)NC1c1ccccc1F (configuration not stated),-0.1,-0.3,-31,1
O=C(c1cc2ccccc2oc1=O)N(Cc1ccccc1)CC1CCCO1 (configuration not stated),0.1,0.4,10,-11
O=[N+]([O-])c1cccc(/C=C/c2nc(C=Nc3ccc(O)cc3)c(O)o2)c1,0.2,-0.1,1,-3
Cc1ccc(N2C(=O)N(Cc3c(C)noc3C)C(=O)C2C)cc1 (configuration not stated),0.0,1.8,-5,-8
Cc1cccc(CN2CCN(S(=O)(=O)c3ccc(Cl)cc3)CC2)c1,0.1,0.9,39,-7
CN1CCCC(C(=O)NCc2nnc3n2CCN(Cc2ccco2)CC3)C1 (configuration not stated),-0.1,-0.4,-9,-1
Cc1ccc(CNC(=O)CN2C(=O)C3(OCCCO3)c3ccccc32)cc1,0.0,1.6,6,-5
O=C(N/N=C/c1ccc(I)cc1)C1CC(=O)N(c2ccccc2)C1 (configuration not stated),0.6,-1.5,6,12
O=C(Nc1cc(Oc2ccccc2)cc([N+](=O)[O-])c1)c1nn2c(c1Cl)NC(c1cccs1)CC2C(F)(F)F (configuration not stated),-0.2,1.3,-1,-5
CCSC1(SCC)N=C(N)C2(C#N)C(c3cccc(OC)c3)C12C#N (configuration not stated),-0.1,-0.5,8,-4
COc1ccc(OC)c(NC(=O)c2cccnc2)c1,-0.1,0.5,-4,8
CC(=O)c1ccc(NC(=O)COc2ncnc3ccc(Br)cc23)cc1,0.0,1.6,-5,-2
COc1ccccc1C(=O)Nc1ccnn1C1CCN(Cc2ccccc2O)CC1,-0.1,1.4,8,5
O=C(CN1CCN(Cc2ccc(Cl)cc2)C1=O)NCCCSC1CCCCC1,-0.1,2.2,2,8
O=c1c2cnn(-c3ccc(Cl)cc3)c2ncn1Cc1ccccn1,-0.1,1.5,-2,-2
CCOc1cc(/C=C(\C#N)C(N)=O)ccc1OCc1ccc(Br)cc1,-0.1,-0.6,-3,4
O=c1c2ccccc2nc(SCc2c(F)cccc2Cl)n1CC1COc2ccccc2O1 (configuration not stated),0.0,-1.4,7,-3
CC(CCc1ccccc1)NC(=O)CN1CCC2(CC1)NC(=O)c1ccccc1O2 (configuration not stated),0.1,1.6,-3,14
CCOC(=O)C(CCOCCOc1cc(C)cc(C)c1C)C(=O)OCC,0.6,-0.3,-28,12
Cc1ccc(S(=O)(=O)OCC2CCCO2)cc1 (configuration not stated),0.0,-0.9,5,9
Cc1ccc(-c2cnn3c(N4CCCCC4CCO)ccnc23)cc1C (configuration not stated),0.3,0.3,3,7
CCOC(=O)c1c(C)oc2ccc(OCc3ccc(Cl)cc3)cc12,0.0,-2.1,6,10
CCN(CC)CCCn1c(C)cc2c(c1=O)C(c1ccccc1)C(C#N)=C(N)O2 (configuration not stated),-0.1,2.4,28,6
CCOC(=O)C(NC(=O)c1cccc(Cl)c1)(Nc1sc2c(c1C#N)CCC(C)C2)C(F)(F)F (configuration not stated),0.2,0.4,11,-14
COc1ccc(C2Oc3c(OC)cccc3C3CC(c4cccs4)=NN32)cc1 (configuration not stated),-0.1,-0.1,11,-66
CC(=O)NC(Cc1c[nH]c2ccccc12)C(=O)NCCOc1ccccc1-c1ccccc1 (configuration not stated),0.1,-0.6,1,-2
C=CCOc1ccccc1CN1CCN(Cc2ccc(OCC)cc2)C(CCO)C1 (configuration not stated),-0.1,-0.7,-8,-11
COc1ccc(Cl)cc1NC(=O)c1nnn(CC(=O)Nc2cccc(C)c2)c1N,0.2,0.7,13,5
CC(=O)c1c(C)[nH]c(C(=O)CSc2nc3ccccc3n2C)c1C,0.1,3.7,9,7
CCOC(=O)CCc1c(C)nc2cc(-c3cccc(F)c3)[nH]n2c1=O,0.5,0.5,12,6
CS(=O)(=O)Nc1cccc(-c2cnn3c(NCC4CC4)ccnc23)c1,1.7,-1.4,2,8
CCCCCCCCCCCCCC/C(C(=O)O)=C(\C)C(=O)O,0.0,9.5*,15,6
O=C(Nc1ccc(Br)cc1F)c1cc(S(=O)(=O)NC2CCCCCC2)ccc1F,0.6,-0.5,16,-1
CC(=O)c1ccc(NC(=O)CC(C)c2ccccc2)cc1 (configuration not stated),0.0,1.6,8,-18
COc1ccc(NC(=O)c2ccc(N3C(=O)c4ccc(C(=O)Nc5ccc(OC)cc5)cc4C3=O)cc2)cc1,-0.1,0.0,-9,10
COc1ccc2c(c1)sc1ncc(C(=O)NOCc3ccc4c(c3)OCOC4)c(=O)n12,0.3,1.5,4,20
Cc1[nH]nc2c1C1(CC(C)N(C)CC1C)C(C#N)=C(N)O2 (configuration not stated),-0.2,2.3,-3,0
COc1nc(N)c(C#N)c(-c2cccc([N+](=O)[O-])c2)c1C#N,-0.1,0.8,-9,3
COc1ccc(Cl)cc1NC(=O)c1cc2nc(-c3ccc(OC)c(OC)c3)cc(C(F)(F)F)n2n1,0.1,-1.6,4,1
CN(Cc1ccn[nH]1)c1nc2cc3c(cc2cc1CNC1CCOC(C)(C)C1)OCO3 (configuration not stated),0.0,-0.7,4,4
O=C(NC1CCS(=O)(=O)C1)c1cc([N+](=O)[O-])cc([N+](=O)[O-])c1 (configuration not stated),-0.1,0.2,2,-3
Cc1cc2c(=O)n(CC(=O)Nc3cccc(Cl)c3)cnc2s1,0.0,-0.1,8,-5
COc1ccc(NC(=O)C2CCCN2C(=O)Nc2cccc(F)c2)cc1 (configuration not stated),-0.2,0.0,-1,-6
Cc1nc2c(C(=O)NCCc3ccccc3Cl)c[nH]n2c(=O)c1Cl,0.0,0.0,1,-5
Cc1ccc(NC(=O)CSc2nc3ccsc3c(=O)n2-c2ccc(F)cc2)cc1,-0.1,-0.8,15,17
Cc1cc(NCCN2CCOCC2)n2c(n1)nc1ccccc12,-0.1,0.7,1,7
Cc1nc(C(C)Nc2nncc(-c3ccccc3)n2)c(C)s1 (configuration not stated),0.1,-0.6,12,-5
CC(=O)Nc1ccc(-c2cc(Nc3ccc(CCO)cc3)ncn2)cc1,0.0,0.0,6,8
Cc1oc(-c2ccccc2)cc1C(=O)Nc1ccc(I)cc1,-0.1,-3.4,8,-5
CCOC(=O)CNC(=O)Cn1cnc2c(cnn2-c2ccccc2)c1=O,0.2,-1.0,-12,2
CN1C(=O)SC(Nc2cccc3ccccc23)C1=O (configuration not stated),-0.1,-0.7,21,9
COc1ccc(/C=N/NC(=O)COc2cccc([N+](=O)[O-])c2)cc1Br,0.0,-0.1,3,2
O=[N+]([O-])c1ccc(C2N(c3ccc(F)cc3)CCN2c2ccc(F)cc2)cc1,-0.2,0.2,8,-12
CCCC(=O)Nc1ccccc1NC(=O)Cc1ccc(OC)cc1,0.0,5.4*,16,0
COc1ccccc1-c1nnc2sc(-c3ccc([N+](=O)[O-])cc3)nn12,1.0,-0.7,10,1

# Screening data as filed in PubChem.
